# proKLK7 act – proKLK7 zymogen activators, primary screen, biochemical, fluorescence intensity. activation, % at 7 µM. actives 0.9% (n = 370,000). purified proKLK7, EDANS-DABCYL substrate fluorescence; 100% is mature enzyme control, 0% vehicle. Kallikrein-7 (Homo sapiens), P49862;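 active = activation above the mean of all tested compounds plus 3 SD, computed per campaign excluding outliers beyond control limits, cut at about 13% in these data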
# Target sequence (P49862 whole entry, looked up): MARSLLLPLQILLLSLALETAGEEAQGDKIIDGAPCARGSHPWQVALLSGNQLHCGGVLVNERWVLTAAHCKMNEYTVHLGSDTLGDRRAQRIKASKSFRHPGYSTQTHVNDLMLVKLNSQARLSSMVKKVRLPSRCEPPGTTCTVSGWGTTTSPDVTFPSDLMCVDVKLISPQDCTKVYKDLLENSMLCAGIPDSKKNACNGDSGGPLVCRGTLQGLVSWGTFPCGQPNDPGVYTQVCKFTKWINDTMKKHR
# PLC-beta3 inh – human PLC-beta3 inhibitors, primary screen, biochemical, fluorescence. inhibition, % at 12.2 µM. actives 0.18% (n = 370,000). Purified PLC-beta3, fluorogenic substrate. 1-phosphatidylinositol 4,5-bisphosphate phosphodiesterase beta-3 (Homo sapiens), Q01970; in the data active = inhibition above about 11%;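 note: 0% = median of compound wells on plate and 100% = full blocker control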
# UHRF1 MBD2 ctr – UHRF1 methylated DNA binding inhibitors, primary screen, counter-screen for MBD2 inhibitor project, biochemical, TR-FRET, human UHRF1, single concentration. E3 ubiquitin-protein ligase UHRF1 (Homo sapiens), Q96T88. UHRF1 binding to methylated oligo. inhibition, % at 4.4 µM. actives 0.75% (n = 370,000). AID 687016, 2013; in the data active = inhibition above about 21%;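 note: UHRF1 SRA domain binding a hemimethylated CpG hairpin DNA probe; 0% = median of test compound wells and 100% = reference inhibitor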
# Target sequence (Q96T88 whole entry, looked up, the tested form may be a part): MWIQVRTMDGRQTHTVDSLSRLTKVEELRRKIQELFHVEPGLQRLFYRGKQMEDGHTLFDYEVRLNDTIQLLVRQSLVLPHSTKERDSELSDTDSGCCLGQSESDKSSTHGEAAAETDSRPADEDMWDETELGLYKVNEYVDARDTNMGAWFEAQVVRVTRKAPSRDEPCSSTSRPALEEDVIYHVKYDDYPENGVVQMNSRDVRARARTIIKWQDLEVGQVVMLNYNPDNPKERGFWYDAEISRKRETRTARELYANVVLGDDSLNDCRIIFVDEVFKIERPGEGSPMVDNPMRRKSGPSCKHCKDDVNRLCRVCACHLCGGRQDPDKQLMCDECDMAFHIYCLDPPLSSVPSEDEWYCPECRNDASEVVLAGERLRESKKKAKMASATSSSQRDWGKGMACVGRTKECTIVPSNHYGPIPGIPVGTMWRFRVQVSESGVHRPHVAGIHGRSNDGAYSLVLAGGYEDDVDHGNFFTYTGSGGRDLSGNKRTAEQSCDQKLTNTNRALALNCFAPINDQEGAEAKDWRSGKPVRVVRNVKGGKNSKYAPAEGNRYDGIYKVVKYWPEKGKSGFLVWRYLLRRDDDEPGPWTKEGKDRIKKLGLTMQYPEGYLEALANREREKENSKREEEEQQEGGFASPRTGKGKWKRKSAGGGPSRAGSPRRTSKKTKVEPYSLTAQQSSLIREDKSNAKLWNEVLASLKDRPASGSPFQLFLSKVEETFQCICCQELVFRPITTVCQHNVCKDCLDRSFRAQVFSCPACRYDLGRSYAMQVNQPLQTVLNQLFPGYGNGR
# ADAM17 inh – ADAM17 inhibitors, primary screen, biochemical, QFRET | Disintegrin and metalloproteinase domain-containing protein 17 (Homo sapiens), P78536 | recombinant ADAM17, EDANS/DABCYL FRET peptide cleavage | inhibition, % at 6.95 µM | actives 0.83% (n = 370,000);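 active = inhibition above the mean of compounds lying between control limits plus 3 SD, set per campaign, cut at about 8.5% in these data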;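 note: 0% = DMSO-only wells as the low control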
# PLCg1 inh – PLC-gamma1 enzyme inhibitors, primary screen, biochemical, fluorescence, purified enzyme; fluorogenic substrate; inhibition, % at 12.2 µM; actives 0.84% (n = 370,000); AID 720700, 2013; in the data active = inhibition above about 9.5%
# MBD2 DNA inh – inhibitors of MBD2 binding to methylated DNA, primary screen, biochemical, TR-FRET, DNA-binding domain, human; Methyl-CpG-binding domain protein 2 (Homo sapiens), Q9UBB5; MBD2 binding to methylated oligonucleotide; inhibition, % at 4.4 µM; actives 0.31% (n = 370,000); AID 686964, 2013; in the data active = inhibition above about 13%
# ARFGAP1 inh – inhibitors of rat ARFGAP1 GAP activity, primary screen, biochemical, fluorescence polarization, GDP tracer; ADP-ribosylation factor GTPase-activating protein 1 (Rattus norvegicus), Q62848; Arfgap1-stimulated ARF1 GTP hydrolysis, GDP FP detection; inhibition, % at 16.5 µM; actives 0.26% (n = 360,000);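 active = inhibition above a per-plate limit, mean inhibition of low control wells plus 3 SD, cut at about 25% in these data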;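 note: 0% = DMSO wells with enzyme and 100% = wells lacking Arfgap1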
#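 Repeats: one replicate per compound; assay system: rat Arfgap1 catalytic domain, aa 1-136; times: enzyme reaction 120 min at 25 °C after 20 min preincubation; detection: FP of antibody-bound GDP Alexa 633 tracer, ex 620/em 688 nm; benchmarks: high control wells lacking Arfgap1, low control full reaction with DMSO; reagent: human ARF1(Δ1-17)-GTP substrate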
# ASAP1 inh – inhibitors of human ASAP1 ArfGAP activity, primary screen, biochemical, fluorescence polarization | ASAP1-stimulated ARF1 GTP hydrolysis, GDP FP detection | inhibition, % at 16.5 µM | actives 0.19% (n = 360,000); in the data active = inhibition above about 25%;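 note: 0% = vehicle with enzyme and substrate and 100% = no enzyme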
# DDE Tn7 FP inh – inhibitors of Tn7 peptide binding to fibrin DD(E), primary screen, biochemical, fluorescence polarization, human fibrin, Tn7 probe | AID 720508, 2013 | Fibrinogen beta chain (Homo sapiens), P02675 | inhibition, % at 8.3 µM | actives 0.13% (n = 370,000) | FP displacement of FITC-Tn7 peptide from fibrin DD(E); 0% = median of compound wells per plate;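 active = inhibition above the mean of compounds falling within the control limits plus 3 SD of them, cut at about 14% in these data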;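 note: 0% = plate median of compound wells and 100% = 10 µM Aha-Tn7 peptide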
#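 assay system = human clot-derived fibrin DD(E) complex | quantity = Fibrin-DD(E) at 2 µM final | timing = 10 min preincubation, 3 h with tracer, room temperature | signal = fluorescence polarization | measure = percent inhibition | benchmarks = high control wells with 10 µM unlabelled Aha-Tn7 peptide (full inhibition) | replicates = singlicate testing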
# Tn6 DDE FP – inhibitors of Tn6 peptide binding to fibrin DD(E), primary screen, biochemical, fluorescence polarization, human fibrin, Tn6 probe; inhibition, % at 8.3 µM; Fibrinogen beta chain (Homo sapiens), P02675; Fibrin DD(E) TRITC-Tn6 fluorescence polarization displacement; actives 0.21% (n = 370,000);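 active = inhibition above a per-campaign cutoff: mean of compounds within control limits plus 3 SD, cut at about 15% in these data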;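 note: 0% = median of all compound wells on the plate and 100% = blocking peptide control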
# * = called active by the depositor; i = inactive; . = not tested or not shown.
molecule,proKLK7 act,PLC-beta3 inh,UHRF1 MBD2 ctr,ADAM17 inh,PLCg1 inh,MBD2 DNA inh,ARFGAP1 inh,ASAP1 inh,DDE Tn7 FP inh,Tn6 DDE FP
COC(=O)[C@]1(Cc2ccccc2)N[C@H](CN(C)C(C)=O)[C@@H]2C(=O)N(C)C(=O)[C@@H]21,-0.2,3,0,-3,-4,3,9,3,-1,1
CC(=C1C(=O)c2ccccc2C1=O)N1CCC(C(N)=O)(N2CCCCC2)CC1,0.1,-13,2,-11,-9,0,4,-4,10,4
Cc1ccc(CN2C(=O)C(C)Oc3ccccc32)cc1 (stereo unspecified),-1.0,0,-1,5,4,-2,-11,3,-10,-2
COc1ccc(CC(=O)NNC(=O)COc2ccc(Br)cc2C)cc1OC,0.3,2,-2,1,-1,-2,-1,-12,0,4
CCOC(=O)C1=C(C(=O)OCC)C2N(Cc3ccc(Br)cc3)c3ccccc3[C@@]23C[C@@H](C(=O)OC)N(S(=O)(=O)c2cccs2)C3=N1 (stereo partly specified),-0.4,-18,2,0,-16,2,-14,6,4,-2
CCOC(=O)COn1c2c(c3c4no[n+]([O-])c4ccc31)CCCC2,-0.8,2,-3,0,-6,5,3,1,0,-1
CC1(C)CC(CC(=O)Nc2ccccc2[N+](=O)[O-])C(=O)O1 (stereo unspecified),-0.5,1,-5,3,-1,2,-3,2,-12,-3
CCCCN(C)Cc1c(C)[nH]c2c(ccc3ccccc32)c1=O,-0.3,-11,2,-6,-3,-1,1,-10,-1,2
O=C(C(Cc1ccccc1)N1C(=O)c2ccccc2C1=O)N1c2ccccc2CCc2ccccc21 (stereo unspecified),0.3,4,0,7,2,0,-2,5,-1,-5
O=C(C1=C(O)C(=O)N(Cc2ccco2)C1c1cccc(Cl)c1)c1ccco1 (stereo unspecified),0.1,-38,-4,-2,-18,-8,-5,1,3,2
COc1ccc(CCNC(=O)C2CC(=O)N(CCc3ccc(C)cc3)C2)cc1OC (stereo unspecified),-0.1,-4,-2,0,2,4,-1,-9,0,5
Nc1nccnc1C(=O)OCC(=O)N1CCN(S(=O)(=O)c2ccc(Cl)cc2)CC1,-7.2,-324,3,i,-287,1,10,7,-7,3
CN(C)CC(C)(C)CNC(=S)NCc1ccc2c(c1)OCO2,0.2,2,-2,-1,0,6,3,3,2,-6
Cc1ccc(S(=O)(=O)N2CCCN(C(=O)CNC(=O)c3cccc(C)c3)CC2)cc1,-0.2,-3,-1,-9,-3,-5,1,-7,0,0
C=CCSc1nnc(NC(=O)CSc2ccccn2)s1,-0.6,-1,4,-3,5,-3,5,-15,6,2
CCOc1ccccc1NC(=O)NNC(=O)COc1cccc(C)c1C,0.5,-2,2,0,4,3,6,-1,-9,-4
CCC(=O)Nc1cc(-c2cc3ccccc3oc2=O)ccc1OC,-0.3,-291,-1,-6,-205,-5,5,12,-5,2
O=C(Nc1ccncc1)C1CCN(S(=O)(=O)c2c(Cl)cccc2Cl)CC1,0.1,-7,2,-4,4,-1,16,3,4,8
COC(=O)C1CN(Cc2ccccc2)CCS(=O)(=O)N1Cc1ccc(C(F)(F)F)cc1 (stereo unspecified),0.9,-2,2,-1,-3,4,.,.,-3,6
COc1ccc(NC(=O)Nc2ccc(N3CCOCC3)c3nonc23)c(OC)c1,-0.5,9,-5,2,3,-6,-1,0,6,-5
O=C(Cc1cccc2ccccc12)Nc1ccc(N2CCOCC2)cc1,-1.3,0,1,-2,2,-3,-9,-5,8,-1
CCC(=O)c1ccc(SC(=O)N(C)C)cc1O,0.6,-12,0,0,-3,2,5,-4,-6,2
COc1ccccc1-c1coc2c(CN3CCCCC3C)c(O)ccc2c1=O (stereo unspecified),53*,i,-3,i,i,-2,10,6,3,6
Cc1cc(OCC(=O)N2CCN(c3cccc(Cl)c3)CC2)c2c(C)c(C)c(=O)oc2c1,0.2,-8,-3,-5,-4,-7,-12,1,5,10

# Part of the list above in order of molar mass, high to low.
molecule,proKLK7 act,PLC-beta3 inh,UHRF1 MBD2 ctr,ADAM17 inh,PLCg1 inh,MBD2 DNA inh,ARFGAP1 inh,ASAP1 inh,DDE Tn7 FP inh,Tn6 DDE FP
COC(=O)C1CN(Cc2ccccc2)CCS(=O)(=O)N1Cc1ccc(C(F)(F)F)cc1 (stereo unspecified),0.9,-2,2,-1,-3,4,.,.,-3,6
Cc1cc(OCC(=O)N2CCN(c3cccc(Cl)c3)CC2)c2c(C)c(C)c(=O)oc2c1,0.2,-8,-3,-5,-4,-7,-12,1,5,10
COc1ccc(NC(=O)Nc2ccc(N3CCOCC3)c3nonc23)c(OC)c1,-0.5,9,-5,2,3,-6,-1,0,6,-5
O=C(Cc1cccc2ccccc12)Nc1ccc(N2CCOCC2)cc1,-1.3,0,1,-2,2,-3,-9,-5,8,-1

# (more compounds)
molecule,proKLK7 act,PLC-beta3 inh,UHRF1 MBD2 ctr,ADAM17 inh,PLCg1 inh,MBD2 DNA inh,ARFGAP1 inh,ASAP1 inh,DDE Tn7 FP inh,Tn6 DDE FP
Cc1ccccc1CNC(=O)C(=O)Nc1nccs1,0.3,2,-1,2,2,-3,-8,-2,3,0
Cc1ccc(S(=O)(=O)N2CCOCC2)cc1C(=O)Nc1ccncc1,0.0,-4,5,-2,3,4,5,7,3,-2
Cc1cccc(N=C2NC(=O)/C(=C/c3cccnc3)S2)c1C,1.0,-4,0,3,5,2,11,14,-6,1
COc1ccc(C(=O)N(CC(=O)NC(C)(C)C)c2ccc3c(c2)OCCO3)cc1OC,-0.3,0,20,-2,1,16*,3,23,6,2
O=C(COc1ncnc2ccccc12)NC(=O)NCc1ccccc1,-0.1,-2,2,-4,2,5,5,4,8,-8
Cc1c(NC2=CC(=O)CC(C)(C)C2)ccc([N+](=O)[O-])c1C,0.3,0,2,-3,2,5,2,3,3,1
Fc1ccc(Oc2nc(-c3ccccc3)nnc2C(F)(F)F)cc1,0.0,4,1,2,4,-6,7,3,-8,-4
CN(C)/C=C/C=C1C(=O)CCCC1=O,-0.3,1,3,-4,-1,4,8,-2,4,-4
CC(C)CSc1nsc(N)n1,0.0,2,1,-2,0,-1,1,5,4,5
CC(=O)Nc1cccc(C)c1,0.2,2,-1,-4,-2,2,-8,1,-5,2
CC(C)N1CCN(Cc2cccc(-c3ccco3)c2)CC1CCO (stereo unspecified),-0.5,3,3,-2,4,-3,-10,-6,0,0
Cc1ccc(S(=O)(=O)Nc2ccc3c(c2)OCCO3)cc1,-0.2,10,3,7,4,2,-13,0,-5,10
Cc1ccc(Cl)c(OCC(=O)Nc2cccnc2)c1,-0.3,-10,-2,-2,2,1,10,-10,2,3
Cc1ccc(-c2cc(C(=O)N3CCN(c4ccc(O)cc4)CC3)c3ccccc3n2)cc1,3.5,-27,13,-25,-15,3,12,-6,1,4
COc1ccccc1C(=O)NC1CCN(C(=O)Nc2ccc(C)cc2)CC1,0.0,-4,-3,2,2,-1,-14,-5,2,-5
CSc1ncccc1C(=O)OCC(=O)NC(C)CCc1ccccc1 (stereo unspecified),-0.5,-13,6,-7,7,8,-10,6,2,-8
CCOc1ccc(CCNC(=O)CCOc2cc(C)ccc2C)cc1OCC,-0.2,-1,0,2,-3,3,-18,-7,4,12
O=C(CCCOc1ccc(Cl)cc1Cl)NC(Cc1ccccc1)C(=O)O (stereo unspecified),-0.7,-7,1,-4,-7,3,-6,0,2,5
O=C(c1cc(COc2ccc(F)cc2Cl)on1)N(CCO)Cc1cccs1,-0.5,-11,6,5,-3,7,6,-4,0,-13
CN(Cc1ccccc1)C(=O)COC(=O)CCN1C(=O)C2CC=CCC2C1=O (stereo unspecified),-0.3,-4,-2,-3,-1,-2,4,-9,-8,-2
O=C(NCC1CCCO1)c1ccccc1NS(=O)(=O)c1cccc([N+](=O)[O-])c1 (stereo unspecified),0.2,-6,-1,-1,-2,1,-7,0,4,-6
COc1ccc(NC(=O)c2ccc(F)cc2)cc1S(=O)(=O)Nc1cc(C)ccc1Br,0.8,-1,0,8,3,4,18,20,0,0
CCOC(=O)CSc1ccc2nnc(-c3cccs3)n2n1,0.0,-74,-4,-2,-58,1,1,-14,2,3
CC1CCCCN1S(=O)(=O)c1cc2c(=O)nc3ccccn3c2cc1Cl (stereo unspecified),1.0,4,-1,-1,0,0,0,6,5,5
CCCC(=O)N1c2ccccc2C(=C2SC(C(=O)OC)=C(C(=O)OC)S2)C(=S)C1(C)C,0.9,-3,1,6,1,-4,8,4,-1,-7
COc1ccc(C)cc1Nc1n[n+](C)c(-c2ccc(O)cc2O)s1,-0.6,-2,-1,-2,-3,0,-2,-4,-6,-3
CN1C2CCC1CC(NC(=O)c1cccc(C(F)(F)F)c1)C2 (stereo unspecified),-0.1,-4,2,-4,2,3,-2,1,-8,-1
CCOC(=O)C1CCCN(c2nc3ccccc3nc2C(C#N)C(=O)OC(C)COC)C1 (stereo unspecified),3.1,-35,1,-9,-30,1,-9,1,1,-6
CCOC(=O)C1C(=O)C=C(Nc2ccccc2F)CC1c1ccccc1 (stereo unspecified),0.4,-6,3,1,5,3,8,-6,-2,7
O=C(NCCCN1CCOCC1)c1cc2c(s1)CCC2,-0.8,3,7,2,7,-1,1,-10,-4,-8
O=[N+]([O-])c1ccc(CN2C=NS(=O)(=O)c3ccccc32)cc1,0.0,-7,6,-7,-2,5,10,4,2,1
COc1ccc(OC)c(NC(=O)c2nnn(CCc3ccccc3)c2N)c1,0.4,0,-1,2,-4,-3,16,2,-1,0
CC(=O)Nc1ccc(NC(=O)CSc2nnc(CC(C)O)n2-c2ccccc2)cc1 (stereo unspecified),-0.7,-8,5,0,-2,0,9,-5,1,-4
CC(=O)Nc1ccc(S(=O)(=O)Nc2ccc(Nc3ccccc3)cc2)cc1,-0.4,-1,0,2,-1,1,13,10,0,1
COc1ccc(Cn2c(O)c(C=Nc3ccc(O)cc3)c3ccccc3c2=O)cc1,-5.3,-54,-2,-20,-44,-4,14,0,-10,-9

# Assay outcomes deposited in PubChem BioAssay by The Scripps Research Institute Molecular Screening Center.
